Bioassay records: PubChem, several laboratories
GRK2 inh: inhibitors of human GRK2 displacing RNA aptamer; inhibition of aptamer binding, % at 10 µM; 330,000 compounds, 0.59% hits; bead flow cytometry, FAM-aptamer displacement from GRK2; P25098; AID 488847;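 active = inhibition of aptamer binding above 40%, roughly 3 SD of noise, on plates passing a quality check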;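 also: median bead fluorescence of bound FAM aptamer so fluorescent compounds give negative values; no value below 0 was filed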
Target sequence (P25098 whole entry, looked up): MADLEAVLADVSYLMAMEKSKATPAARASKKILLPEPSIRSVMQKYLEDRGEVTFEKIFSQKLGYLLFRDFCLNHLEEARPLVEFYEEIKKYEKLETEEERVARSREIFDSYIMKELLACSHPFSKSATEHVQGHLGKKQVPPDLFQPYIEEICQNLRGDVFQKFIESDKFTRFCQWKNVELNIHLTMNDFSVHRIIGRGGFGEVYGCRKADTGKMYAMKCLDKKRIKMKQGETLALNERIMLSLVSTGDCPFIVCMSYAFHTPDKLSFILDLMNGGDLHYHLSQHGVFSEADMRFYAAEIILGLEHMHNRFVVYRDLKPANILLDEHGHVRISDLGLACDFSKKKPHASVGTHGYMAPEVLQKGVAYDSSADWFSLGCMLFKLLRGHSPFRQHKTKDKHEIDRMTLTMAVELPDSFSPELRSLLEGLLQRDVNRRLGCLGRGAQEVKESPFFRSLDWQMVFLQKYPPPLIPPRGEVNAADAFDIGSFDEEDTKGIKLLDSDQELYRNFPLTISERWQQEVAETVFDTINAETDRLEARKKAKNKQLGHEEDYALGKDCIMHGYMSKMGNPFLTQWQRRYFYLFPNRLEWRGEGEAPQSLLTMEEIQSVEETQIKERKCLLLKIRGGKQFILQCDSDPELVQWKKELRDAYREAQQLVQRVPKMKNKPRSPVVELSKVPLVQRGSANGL
AGP1 TOR yeast: yeast TOR pathway AGP1-GFP modulation; S. cerevisiae AGP1-GFP multiplex flow cytometry, 3 h; GFP as percent of DMSO wells; GFP response vs DMSO, % at 10 µM; 320,000 compounds, 0.02% hits;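 active = GFP response relative to DMSO above a set limit, near screen average plus 3 SD, cut at about 150% in these data; inconclusive = fewer than 70 cells counted for the yeast strain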;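 also: median GFP channel fluorescence of the gated AGP1 strain per well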
MCL1-BIM inh: disrupts human MCL1 binding to BIM-BH3 peptide | inhibition, % at 10.9 µM | GST-MCL1 / FITC-Bim-BH3 fluorescence polarization | 320,000 compounds, 0.68% hits | AID 2057;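 active = inhibition above the mean inhibition of all tested compounds plus 3 SD, set per campaign, cut at about 40% in these data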;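 also: 0% = DMSO wells and 100% = unlabeled Bim-BH3 peptide control; higher means more loss of mP so more displacement of Bim peptide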
CR mimetic SO: yeast age-related superoxide inhibition as caloric restriction mimetic | S. cerevisiae aged cells, superoxide DHE fluorescence; active compounds read low | AID 2690 | 330,000 compounds, 0.18% hits | superoxide response (% of plate mean), % at 10 µM;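 active = superoxide response under a set limit, about three screen SD below normal, cut at about 65% in these data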;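 also: yeast aged for seven days with compound at 30 °C before DHE staining; 100% = average MFI of all compound-treated wells on the plate with controls excluded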
MEX-5 binding: C. elegans MEX-5 TCR-2 RNA binding activity. activity score (negative = inhibition of binding), % at 10 µM. 300,000 compounds, 0.38% hits. MEX-5/FITC-TCR2 RNA binding, fluorescence polarization; active compounds read low;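 active = inhibition past about -25% in most replicates, and total fluorescence under double the plate's negative control median, limit read from the data; inconclusive = replicates evenly split on the limit, or fluorescence at least double controls; inactive = too little inhibition in most replicates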;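 also: 0% = DMSO and -100% = 5 µM competing unlabeled TCR2 RNA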
GLD-1 TGE inh: GLD-1-TGE RNA interaction inhibition (C. elegans); inhibition, % at 5.96 µM; 320,000 compounds, 0.44% hits; AID 2280; purified GLD-1 + fluorescein TGE RNA, fluorescence polarization; Q17339;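 active = percent inhibition above a per-plate cutoff, the plate mean of test compounds plus 3 SD, cut at about 30% in these data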;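 also: 0% = DMSO wells with GLD-1 and probe and 100% = wells lacking GLD-1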
CIT2-GFP yeast: alters CIT2-GFP fluorescence in TOR pathway yeast screen; S. cerevisiae CIT2-GFP strain, flow cytometry, 3 h; 100 means same as DMSO wells; GFP response vs DMSO, % at 10 µM; AID 2029; 320,000 compounds, 0.065% hits;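 active = GFP response relative to DMSO above a set limit, near the screen mean plus 3 SD, cut at about 150% in these data; inconclusive = Fewer than 70 cells measured for a yeast strain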;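 also: ratio of well median GFP fluorescence to mean of DMSO wells on the plate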
VLA-4 inh: inhibition in a human VLA-4 binding assay; VLA-4 expressing cells, ligand binding flow cytometry; inhibition, % (about 7 µM as worked out from the volumes in the protocol); 330,000 compounds, 0.2% hits; in the data active = inhibition above about 50%
BCLXL inh: blocks human Bcl-xL binding to Bim BH3 peptide | Q07817 | GST-Bcl-xL / FITC-Bim BH3 peptide fluorescence polarization | inhibition, % at 10.9 µM | 320,000 compounds, 0.7% hits;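 active = inhibition above the mean of all tested compounds plus 3 SD, cutoff set per campaign, cut at about 30% in these data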;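 also: 0% = DMSO wells and 100% = unlabeled Bim-BH3 peptide competitor; inhibitors lower millipolarization by displacing the labeled peptide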
Target sequence (Q07817 whole entry, looked up): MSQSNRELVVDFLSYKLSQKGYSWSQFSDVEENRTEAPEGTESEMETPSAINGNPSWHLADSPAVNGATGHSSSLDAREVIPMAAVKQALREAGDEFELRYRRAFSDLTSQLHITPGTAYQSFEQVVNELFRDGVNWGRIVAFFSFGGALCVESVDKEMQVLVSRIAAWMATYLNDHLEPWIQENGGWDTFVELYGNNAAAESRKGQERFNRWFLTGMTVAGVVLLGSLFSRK
Numbers without * were called inactive; ? = inconclusive; . = no result given. Rows are unselected. About 2.1% of those tested had a hit in this group.

SMILES | GRK2 inh | AGP1 TOR yeast | MCL1-BIM inh | CR mimetic SO | MEX-5 binding | GLD-1 TGE inh | CIT2-GFP yeast | VLA-4 inh | BCLXL inh
O=C(CCCN1CCC(O)(c2cccc(C(F)(F)F)c2)CC1)c1ccc(F)cc1 | 0 | 77 | 2 | 106 | . | -4 | 78 | 12 | 2
O=[N+]([O-])c1cc(Cl)cc(/C=N/Nc2nc3ccccc3s2)c1O | 4 | 101 | 9 | 110 | -0.9 | -1 | 106 | 1 | 4
COc1ccc(OC)c(NC(=S)NN2CCOCC2)c1 | 0 | 101 | 9 | 91 | -0.2 | 6 | . | -5 | 3
COc1ccc(Nc2nc(N)nc(CSC(=S)N3CCN(C)CC3)n2)cc1 | 2 | 96 | 15 | 101 | 2.8 | 1 | 111 | 2 | 8
Cc1nc(N2CCCCC2)nc(N2CCCCC2)c1C=O | 0 | 102 | -3 | 99 | -11 | -6 | 97 | 4 | -1
O=S1(=O)CCC(N=Cc2ccc(-c3ccc(Cl)cc3)o2)C1 (centres undefined) | 3 | 96 | 1 | 98 | 0.6 | 8 | 94 | 18 | 2
CS(=O)(=O)N1CCC(C(=O)Nc2c(F)cccc2F)CC1 | 0 | 103 | 7 | 101 | -0.4 | -1 | 108 | -5 | 3
COCCn1c(N)c(N(Cc2ccccc2)C(=O)c2oc3ccccc3c2C)c(=O)[nH]c1=O | 2 | 108 | -1 | 96 | -0.2 | 5 | 114 | -12 | 2
Cc1ccc(NC(=O)CSc2nc(C)c(C)c(C)n2)cc1S(=O)(=O)N1CCOCC1 | 0 | ? | . | 89 | . | 2 | ? | 9 | .
CCOC(=O)NN=C1CCC(c2ccccc2)CC1 (centres undefined) | 0 | 83 | . | 99 | -0.7 | . | 76 | 8 | .
Cc1ccc(-n2c(-c3ccc(Cl)cc3)c[n+]3c2CCC3)cc1 | 2 | 96 | 5 | 93 | 1.1 | 3 | 90 | 11 | 3
Cc1cc(Cl)c(S(=O)(=O)NC2CCCC2)cc1OCC(=O)NC1CCCCC1 | 2 | 103 | -2 | 104 | 0.3 | 0 | 95 | 24 | 2
Cc1c(Cl)c([N+](=O)[O-])nn1CCCC(=O)Nc1ccc(Cl)cc1Cl | 0 | 90 | 2 | 105 | 0.7 | 5 | 89 | 3 | 2
O=C(COC(=O)c1ccccc1O)Nc1cccc(S(=O)(=O)N2CCCC2)c1 | 1 | 97 | -6 | 105 | . | -4 | 96 | 1 | 2
CSCCCNC(=O)c1ccc(OC2CCN(CCc3ccccc3)CC2)cc1 | 4 | 96 | 4 | 104 | 0.0 | 3 | 94 | 12 | 7
COc1ccc(C(=O)NCC(=O)Nc2ccc(F)cc2)cc1OC | 2 | 108 | 10 | 99 | 1.6 | 7 | 105 | -2 | 7
CCc1ccc(C(=O)COC(=O)c2cnccn2)cc1 | 0 | 88 | -4 | 94 | -0.3 | -1 | 89 | -3 | 0
O=C(O)C1CCCCC1C(=O)Nc1ccc(F)cc1F (centres undefined) | 0 | ? | -4 | 88 | 0.2 | 6 | ? | 0 | -4
CCOC(=O)C1CCN(C(=O)COC(=O)c2ccc(=O)n(Cc3ccccc3)n2)CC1 | 0 | 107 | -3 | 106 | 0.8 | 1 | 105 | 2 | -5
Nc1cccn2c(-c3ccc(Cl)cc3)cnc12 | 19 | 96 | -2 | 98 | 2.6 | 8 | 92 | -220 | 6
Cc1ccc(NC2(c3nnnn3-c3c(C)cccc3C)CCCCC2)cc1 | 3 | 89 | 7 | 78 | -0.4 | 0 | 96 | 1 | 6
COc1ccc(OC)c(CNC(=O)C2CCCN(c3nc4ccccc4o3)C2)c1 (centres undefined) | 2 | 101 | 4 | 103 | 0.9 | 6 | 97 | 8 | 4
CCC(NC(=O)c1ccccc1O)c1ccccc1 (centres undefined) | 0 | 94 | -4 | 99 | 1.3 | 10 | 95 | 7 | 5
COc1ccc(OCCCCOc2ccccc2Cl)cc1 | 0 | 103 | 8 | 126 | 1.2 | 1 | 98 | 19 | 6
CCCCOc1ccc(OCCNC(=O)c2ccco2)cc1 | 10 | 91 | 6 | 118 | 0.7 | 12 | 96 | 5 | 5

In a second layout: twelve of the compounds above.
Compound	GRK2 inh	AGP1 TOR yeast	MCL1-BIM inh	CR mimetic SO	MEX-5 binding	GLD-1 TGE inh	CIT2-GFP yeast	VLA-4 inh	BCLXL inh
O=C(CCCN1CCC(O)(c2cccc(C(F)(F)F)c2)CC1)c1ccc(F)cc1	0	77	2	106	.	-4	78	12	2
O=[N+]([O-])c1cc(Cl)cc(/C=N/Nc2nc3ccccc3s2)c1O	4	101	9	110	-0.9	-1	106	1	4
COc1ccc(OC)c(NC(=S)NN2CCOCC2)c1	0	101	9	91	-0.2	6	.	-5	3
COc1ccc(Nc2nc(N)nc(CSC(=S)N3CCN(C)CC3)n2)cc1	2	96	15	101	2.8	1	111	2	8
Cc1nc(N2CCCCC2)nc(N2CCCCC2)c1C=O	0	102	-3	99	-11	-6	97	4	-1
O=S1(=O)CCC(N=Cc2ccc(-c3ccc(Cl)cc3)o2)C1 (centres undefined)	3	96	1	98	0.6	8	94	18	2
CS(=O)(=O)N1CCC(C(=O)Nc2c(F)cccc2F)CC1	0	103	7	101	-0.4	-1	108	-5	3
COCCn1c(N)c(N(Cc2ccccc2)C(=O)c2oc3ccccc3c2C)c(=O)[nH]c1=O	2	108	-1	96	-0.2	5	114	-12	2
Cc1ccc(NC(=O)CSc2nc(C)c(C)c(C)n2)cc1S(=O)(=O)N1CCOCC1	0	?	.	89	.	2	?	9	.
CCOC(=O)NN=C1CCC(c2ccccc2)CC1 (centres undefined)	0	83	.	99	-0.7	.	76	8	.
Cc1ccc(-n2c(-c3ccc(Cl)cc3)c[n+]3c2CCC3)cc1	2	96	5	93	1.1	3	90	11	3
Cc1cc(Cl)c(S(=O)(=O)NC2CCCC2)cc1OCC(=O)NC1CCCCC1	2	103	-2	104	0.3	0	95	24	2

The listing picks up; the two compounds before the break are reprinted first.
SMILES | GRK2 inh | AGP1 TOR yeast | MCL1-BIM inh | CR mimetic SO | MEX-5 binding | GLD-1 TGE inh | CIT2-GFP yeast | VLA-4 inh | BCLXL inh
COc1ccc(OCCCCOc2ccccc2Cl)cc1 | 0 | 103 | 8 | 126 | 1.2 | 1 | 98 | 19 | 6
CCCCOc1ccc(OCCNC(=O)c2ccco2)cc1 | 10 | 91 | 6 | 118 | 0.7 | 12 | 96 | 5 | 5
CCC(=O)Nc1cccc(NC(=O)CSc2nnnn2C)c1 | 0 | 102 | 7 | 107 | 1.3 | 0 | 100 | -4 | 6
Cc1onc(-c2ccccc2)c1NC(=O)N(CCC#N)Cc1ccccc1 | 2 | 101 | -4 | 107 | -1.1 | 5 | 89 | 12 | -2
COc1ccc(/C=C2\SC(=O)N(CCc3nnc(N)s3)C2=O)cc1 | 3 | 91 | 7 | 101 | -0.5 | 7 | 103 | 7 | 4
Cn1c(=O)n(C)c2cc(NC(=O)CSc3nnc(-c4ccccc4O)n3-c3ccccc3)ccc21 | 2 | 100 | 6 | 105 | -1.0 | 6 | 99 | -11 | 6
O=S(=O)(Nc1cccc(S(=O)(=O)N2CCCCCC2)c1)c1ccccc1 | 1 | 108 | -3 | 100 | 0.4 | -2 | 104 | 16 | 3
O=C(Nc1ccccc1Cc1ccccc1)c1ccc2c(c1)SC1=NS(=O)(=O)CCN12 | 3 | 88 | 2 | 105 | 1.1 | 1 | 95 | 13 | 5
O=C(NCC1OCCc2ccccc21)c1cc(COc2ccc(F)cc2Cl)on1 (centres undefined) | 0 | 104 | 2 | 97 | 0.8 | 5 | 102 | 4 | 6
COc1ccc(N(CC(=O)Nc2ccc(C)c(F)c2)S(=O)(=O)c2c(C)noc2C)cc1 | 2 | 107 | -1 | 86 | -1.5 | 1 | 108 | -2 | 6
CCOc1cc(C=O)ccc1OS(=O)(=O)c1ccc(NC(C)=O)cc1 | 0 | 111 | -1 | 107 | -1.3 | -3 | 106 | 5 | 5
Cc1ccc(S(=O)(=O)N/N=C/c2c(C)nn(-c3ccccc3)c2C)cc1 | 0 | 101 | 3 | 81 | 0.9 | 2 | 96 | 9 | 3
Cc1ccc(Cl)cc1N1CCN(S(=O)(=O)c2c(C)[nH]c(=O)[nH]c2=O)CC1 | 4 | 124 | 2 | 96 | 1.5 | 5 | 101 | -3 | 4
COc1ccccc1NC(=O)NNC(=O)c1ccc2c(c1)NC(=O)C(C)(C)O2 | 0 | 101 | 4 | 97 | -3.8 | 6 | 107 | 1 | -1
N#CC(C#N)=Cc1cccn1-c1ccc(C(=O)O)cc1 | 0 | 100 | 28 | 123 | -3.5 | -3 | 96 | 4 | 11
CCN(CCO)c1ncnc2onc(-c3ccc(F)cc3)c12 | 0 | 93 | 8 | 103 | -1.7 | 0 | 98 | 9 | 5
O=C(CSc1nnc(CNC(=O)C23CC4CC(CC(C4)C2)C3)n1-c1ccc(F)cc1)Nc1ccccc1 | 2 | 102 | 0 | 98 | -0.5 | -3 | 100 | -14 | 5
CCN(C(=O)CSc1ccccn1)C1CCCCC1 | 0 | 105 | . | 85 | . | 7 | 108 | 14 | .
C[C@]12CCC3C(CC[C@H]4CCCC[C@]34C)C1CC[C@@]2(O)CNCCO (some centres undefined) | 0 | 105 | . | 111 | 0.4 | . | 108 | 18 | .
N#C/C(=C(\O)c1ccco1)c1ccccn1 | 2 | 105 | 2 | 107 | 2.3 | -1 | 94 | 4 | -1
CC1CCCCC1NC(=O)CSc1nc2ccccc2[nH]1 (centres undefined) | 0 | 100 | 0 | 109 | 1.7 | 3 | 99 | -9 | 2
O=C(CSc1ccccc1C(=O)O)NCC1CCCCC1 | 0 | 101 | 3 | 103 | 2.3 | 4 | 98 | 23 | 2
Cc1ccc(C(=O)/C=C2\NCC(C)NC2=O)cc1 (centres undefined) | 4 | 101 | 1 | 93 | 0.0 | -7 | 94 | 11 | 3
Brc1ccccc1Cn1c(-c2cscn2)nc2ccccc21 | 0 | 105 | 0 | 106 | -2.1 | 11 | 111 | 14 | 1
Cc1ccc(S(=O)(=O)CC(=O)c2cc(C)c(O)c(C)c2)cc1 | 0 | 97 | 4 | 95 | -2.4 | 6 | 101 | 2 | 3
O=S1CCCSC1c1cccnc1 (centres undefined) | 0 | 86 | 7 | 92 | -2.6 | 5 | 95 | -3 | 7
COc1ccc(NC(=O)c2cccc3c2C(=O)N(C2CCCCC2)C3)cc1 | 1 | 97 | 2 | 115 | 0.4 | 13 | 92 | -3 | 8
CC(=O)Nc1cc2nn(-c3ccccc3)nc2cc1Cl | 0 | 87 | 1 | 124 | -1.2 | 2 | 70 | -6 | 4
COc1ccc(NC2CCCN(C(=O)CCN3CCCO3)C2)cc1 (centres undefined) | 0 | 96 | 2 | 111 | -0.6 | 3 | 99 | 26 | 9
CC[C@H](C)NC(=O)CCCCCn1c(=S)[nH]c2c([nH]c3ccc(OC)cc32)c1=O | 1 | 93 | 4 | 100 | -0.2 | 9 | 98 | -8 | 1
